cardiac RTF act = cardiac RTF calcium sensitization | IANBD-labeled TnC RTF fluorescence at EC20 calcium; 0% EC20 calcium, 100% full calcium | activation, % at 7.2 µM | hit rate 0.24% among 340,000;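 active = activation above the mean over all tested compounds plus 3 SD, cut at about 30% in these data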;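 also: rise in fluorescence read as greater calcium sensitivity of cardiac thin filaments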
Rtt109 Vps75 = blocks Candida albicans Rtt109/Vps75 acetyltransferase activity; Q5AAJ8; purified Rtt109/Vps75, ThioGlo CoA-SH fluorescence, 4 h; inhibition, % at 34.9 µM; hit rate 0.16% among 330,000; AID 540336;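 active = inhibition of at least 50% in every replicate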
RTF Ca sens inh = cardiac RTF calcium desensitization; P19429+P45379; IANBD-labeled cardiac RTF, Ca2+ fluorescence; inhibition, % at 7.15 µM; hit rate 0.12% among 340,000; AID 493244;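 active = inhibition above the mean inhibition of all tested compounds plus 3 SD, cut at about 17% in these data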;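 also: assay run at fixed EC70 calcium of 1.6 mM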
LANA DNA inh = inhibitors of KSHV LANA C-terminal domain DNA binding | hit rate 0.078% among 340,000 | AID 504423 | MBP-C-LANA/FAM-LBS DNA binding, fluorescence polarization | inhibition, % at 9 µM;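 active = highest replicate inhibition at or above 60% at 9 µM, even if other replicates fall short; inactive = all replicates below 60% inhibition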;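 also: 0% = neutral control wells and 100% = 4 µM acridine orange control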
PKA-R2B act = activates the human PKA-R2B holoenzyme complex. AID 504700. P22694+P31323. hit rate 0.079% among 340,000. activation, % at 11.4 µM. PKA-R2B holoenzyme dissociation, Cy5-IP20 fluorescence polarization; R2B truncated from residue 108, S112A mutant; 0% DMSO only, 100% 113 µM cGMP;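 active = activation above a cutoff set at the mean over all compounds plus 3 SD, cut at about 18% in these data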;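 also: higher means more holoenzyme dissociation and a rise in polarization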
Target sequence (P31323 whole entry, looked up, other chains not shown, the tested form may be a part): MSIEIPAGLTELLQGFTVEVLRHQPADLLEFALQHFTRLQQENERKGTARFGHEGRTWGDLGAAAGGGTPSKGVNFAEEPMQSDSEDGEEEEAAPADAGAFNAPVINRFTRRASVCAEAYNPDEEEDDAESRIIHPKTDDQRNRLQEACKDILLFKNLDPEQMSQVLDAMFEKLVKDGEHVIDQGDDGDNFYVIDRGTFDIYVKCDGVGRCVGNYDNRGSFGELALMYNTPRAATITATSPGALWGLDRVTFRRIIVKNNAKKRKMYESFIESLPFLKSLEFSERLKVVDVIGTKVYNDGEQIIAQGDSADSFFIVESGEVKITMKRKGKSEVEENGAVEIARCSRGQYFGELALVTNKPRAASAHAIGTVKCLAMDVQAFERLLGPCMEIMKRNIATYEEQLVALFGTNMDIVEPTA
SR-BI DiI-HDL act = SR-BI HDL lipid transfer activation | AID 504775 | activation, % at 12.5 µM | CHO ldlA[mSR-BI] cells, DiI-HDL uptake fluorescence, 3 h; 100 = double the neutral-control signal | hit rate 0.096% among 320,000;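 active = mean replicate activation of at least 60% and every replicate at or above 60%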;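 also: 0% = median plate neutral-control signal and 100% = twice that signal; values of inactives mirror those of a sister screen read the other way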
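Test system: SR-BI-overexpressing, LDLR-lacking CHO cells. Measured by: DiI fluorescence, bottom read. Medium: Ham's F12 with 0.5% BSA, HEPES 25 mM, pH 7.4. Timing: 3 h uptake period with compound, 37 °C.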
Keap1-Nrf2 PPI = disrupts human Keap1 binding to Nrf2 peptide; Q14145; Keap1 Kelch-Nrf2 peptide fluorescence polarization, 1536-well; inhibition, % at 9.4 µM; hit rate 0.15% among 340,000; in the data active = inhibition above about 12%;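 also: human Keap1 Kelch domain with fluorescein labeled Nrf2 9mer peptide probe; 0% = neutral control wells and 100% = peptide positive control; higher means more block of Keap1 binding to Nrf2 peptide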
Target sequence (Q14145 whole entry, looked up, the tested form may be a part): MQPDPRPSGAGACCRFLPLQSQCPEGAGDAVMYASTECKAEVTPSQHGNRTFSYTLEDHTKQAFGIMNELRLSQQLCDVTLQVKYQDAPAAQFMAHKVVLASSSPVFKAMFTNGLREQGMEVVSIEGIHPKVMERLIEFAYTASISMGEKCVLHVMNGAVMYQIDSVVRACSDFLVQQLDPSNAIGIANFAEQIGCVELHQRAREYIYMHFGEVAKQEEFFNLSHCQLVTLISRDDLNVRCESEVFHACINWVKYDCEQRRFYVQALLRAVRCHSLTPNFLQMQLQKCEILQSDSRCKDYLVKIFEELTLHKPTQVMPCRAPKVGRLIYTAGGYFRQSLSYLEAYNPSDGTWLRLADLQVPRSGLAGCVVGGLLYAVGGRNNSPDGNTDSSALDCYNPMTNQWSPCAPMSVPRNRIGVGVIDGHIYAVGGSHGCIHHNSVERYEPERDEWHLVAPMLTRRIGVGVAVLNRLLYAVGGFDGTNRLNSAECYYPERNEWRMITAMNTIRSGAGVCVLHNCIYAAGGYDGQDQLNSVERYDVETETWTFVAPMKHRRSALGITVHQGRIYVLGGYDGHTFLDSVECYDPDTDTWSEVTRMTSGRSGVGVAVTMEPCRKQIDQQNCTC
DAGLB inh = diacylglycerol lipase beta (human) inhibition | hit rate 0.059% among 340,000 | inhibition, % at 5.17 µM | Q8NCG7 | HEK293T DAGLB membrane lysate, EnzChek fluorogenic substrate; in the data active = inhibition above about 34%;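 also: 0% = enzyme with vehicle and 100% = wells lacking enzyme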
CAL PDZ FP-1 = blocks peptide binding to the human CAL PDZ domain | purified CAL PDZ, TMR-peptide fluorescence polarization, 1 h | Q9HD26 | hit rate 0.92% among 300,000 | AID 602252 | inhibition, % at 24.9 µM;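 active = mean inhibition of at least 30% with at least half of replicates also reaching 30%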;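 also: 0% = DMSO neutral control and 100% = excess unlabeled competitor peptide PRC23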
CAL PDZ FP-2 = human CAL PDZ-peptide interaction inhibition; Q9HD26; purified CAL PDZ, TMR-peptide fluorescence polarization, 1 h; inhibition, % at 20 µM; hit rate 0.02% among 330,000; AID 504414;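 active = highest replicate inhibition of at least 40%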;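 also: plate controls were DMSO neutral control wells for no effect and unlabeled competitor peptide control wells for full effect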
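Read-out basis: mP drop reported as inhibition | Assay system: Tagged CAL PDZ protein CerCALP, purified | Benchmarks: Unlabelled peptide for full inhibition, DMSO wells as neutral | Schedule: 1 h incubation at room temperature before polarization reading | Buffer or medium: Sodium phosphate/NaCl buffer pH 7.4 with TCEP, IgG, Thesit | Doses: Single point, 20 µM | Measured by: Fluorescence polarization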
Numbers without * were called inactive; x = no result given. No enrichment for hits; overall some 1.6% were active at least once.

SMILES	cardiac RTF act	Rtt109 Vps75	RTF Ca sens inh	LANA DNA inh	PKA-R2B act	SR-BI DiI-HDL act	Keap1-Nrf2 PPI	DAGLB inh	CAL PDZ FP-1	CAL PDZ FP-2
O=C1NC2(CCCCCC2)C(=O)N1CCS(=O)(=O)Oc1ccccc1	1.2	1.0	-5.3	0.0	3.0	2.9	-4.7	-2.4	-1.2	-1.9
Cc1cccc(N(Cc2ccccc2)C(=O)c2ccc(F)c(S(=O)(=O)N3CCOCC3)c2)c1	-2.5	15.1	-4.7	-3.6	0.1	-6.7	3.1	-4.9	-5.1	-1.1
COc1ccc(C(CNC(=O)c2ccc(S(=O)(=O)N(C)C)cc2)N2CCCCC2)cc1 (centres undefined)	0.7	x	-16.0	0.5	3.0	20.5	2.8	-0.5	-4.6	-0.8
O=C(NCc1ccccc1)C1(c2ccccc2)CCN(S(=O)(=O)c2ccccc2)CC1	-8.8	4.2	-5.1	-0.2	3.5	0.5	-0.5	-1.2	0.4	-0.7
CC(C(=O)OCC(=O)c1ccc(Br)cc1)N1C(=O)C2C3C=CC(C3)C2C1=O (centres undefined)	1.1	4.0	6.8	1.6	10.8	x	-2.6	0.1	0.5	-3.1
CCc1nnc(NS(=O)(=O)c2ccc(NC(=O)c3ccc(S(=O)(=O)N(CC)CC)cc3)cc2)s1	-2.4	-2.9	-10.8	2.4	-7.3	24.2	-1.3	1.2	x	-2.7
COc1ccc(OCC(O)CNC(=O)Nc2ccc(F)cc2)cc1 (centres undefined)	-2.3	-3.2	2.2	-0.6	-4.0	11.0	-3.1	-2.4	5.6	-0.5
Cc1ccccc1OC(C)C(=O)NCc1cccnc1 (centres undefined)	-0.5	-0.8	-3.8	0.3	6.7	20.1	-5.2	0.8	-5.8	1.0
C=CCNC(=O)CC(=O)N/N=C/c1ccccc1F	6.5	0.2	3.5	-0.2	-2.0	20.5	-6.7	0.6	-0.5	-2.1
COc1ccccc1C(CNC(=O)c1ccc(NS(=O)(=O)c2ccc3c(c2)OCCO3)cc1)N(C)C (centres undefined)	-5.2	3.9	-11.6	13.7	4.7	-15.6	0.6	1.6	-3.9	-3.1
CC(C)N(Cc1ccccc1)C(=S)NCc1ccccc1	3.6	0.6	1.2	0.4	-7.5	-1.9	-2.3	-4.1	x	0.3
COc1ccc(NC(=O)CN(C)C(=O)c2ccc(N3CCOCC3)c([N+](=O)[O-])c2)cc1	-0.8	4.2	-0.4	-0.3	2.4	9.8	1.2	0.7	-5.5	-2.1
O=S1(=O)CCOC[C@H](Cc2ccccc2)N1Cc1ccc(Cl)cc1	-5.4	-3.1	-44.4	0.1	-3.4	4.0	-5.6	-3.1	0.3	-0.6
CCN(CC)S(=O)(=O)c1cccc(NC(=O)Nc2cccc(C(F)(F)F)c2)c1	-1.2	10.6	2.9	0.4	-5.0	-20.2	-0.3	-4.3	x	-2.4
NC(=O)CC(NC(=O)c1ccccc1)c1ccc(N2CCC(Cc3ccccc3)CC2)c([N+](=O)[O-])c1 (centres undefined)	-5.0	-7.0	5.2	0.1	-8.8	x	-2.6	14.8	-5.0	-0.5
Cc1cccc(NC(=O)CSc2nnc(CCCCCNC(=O)OC(C)(C)C)o2)c1C	-0.3	-5.3	-2.5	1.1	-1.3	-21.1	-3.6	-2.0	x	-0.5
C=CCNC(=O)C1CC(=O)N(c2ccc(OCC(=O)Nc3c(C)cccc3C)cc2)C1 (centres undefined)	-1.1	9.8	-13.4	-1.4	-11.7	x	-2.5	0.2	-6.3	0.5
CCC(C)c1ccc(N(C(=O)c2ccco2)C(C(=O)NC2CCCC2)c2cccnc2)cc1 (centres undefined)	-1.8	-0.2	-1.6	0.5	-9.3	x	-6.0	2.9	x	-0.7
CC(OC(=O)CCN1C(=O)C2CC=CCC2C1=O)C(=O)Nc1cccc(C#N)c1 (centres undefined)	10.2	-3.5	-6.1	-0.3	-9.8	-4.7	-2.2	0.8	3.0	-2.5
CCOC(=O)CCc1c(C)c2ccc3c(c2oc1=O)CN(CCCO)CO3	9.8	x	0.4	-0.1	-3.9	27.0	1.4	-1.3	8.1	0.1
CC(=NNC(N)=O)C1=C(O)C(C(C)C)NC1=O (centres undefined)	4.7	-6.5	-5.7	-0.2	4.0	13.2	-3.8	-1.6	-1.3	-0.5
O=C(Nc1ccnn1C1CCN(C2CCCC2)CC1)c1ccccc1Cl	-4.2	-5.3	-6.8	-0.1	-6.8	36.4	-1.7	-1.2	-2.8	-2.4
Cc1ccccc1C(=O)OC(C)C(=O)NCc1ccc2c(c1)OCO2 (centres undefined)	-1.2	-2.8	-1.3	0.8	3.5	10.5	-3.5	-1.8	-6.3	-1.0
O=C(N/C(=C\c1ccc(Br)cc1)C(=O)N1CCOCC1)c1ccccc1Cl	-0.5	-6.4	-10.5	-1.8	0.4	7.2	4.1	2.3	-6.1	-0.3

Full records, looked up by structure. Values in the order: cardiac RTF act | Rtt109 Vps75 | RTF Ca sens inh | LANA DNA inh | PKA-R2B act | SR-BI DiI-HDL act | Keap1-Nrf2 PPI | DAGLB inh | CAL PDZ FP-1 | CAL PDZ FP-2
CCC(C)c1ccc(N(C(=O)c2ccco2)C(C(=O)NC2CCCC2)c2cccnc2)cc1 (centres undefined) is listed with -1.8 | -0.2 | -1.6 | 0.5 | -9.3 | x | -6.0 | 2.9 | x | -0.7
CCN(CC)S(=O)(=O)c1cccc(NC(=O)Nc2cccc(C(F)(F)F)c2)c1 is listed with -1.2 | 10.6 | 2.9 | 0.4 | -5.0 | -20.2 | -0.3 | -4.3 | x | -2.4

Results in RTF Ca sens inh and CAL PDZ FP-1 (three entries from above):
| molecule | RTF Ca sens inh | CAL PDZ FP-1 |
| --- | --- | --- |
| O=S1(=O)CCOC[C@H](Cc2ccccc2)N1Cc1ccc(Cl)cc1 | -44.4 | 0.3 |
| CCN(CC)S(=O)(=O)c1cccc(NC(=O)Nc2cccc(C(F)(F)F)c2)c1 | 2.9 | x |
| NC(=O)CC(NC(=O)c1ccccc1)c1ccc(N2CCC(Cc3ccccc3)CC2)c([N+](=O)[O-])c1 (centres undefined) | 5.2 | -5.0 |

The results go on.
SMILES	cardiac RTF act	Rtt109 Vps75	RTF Ca sens inh	LANA DNA inh	PKA-R2B act	SR-BI DiI-HDL act	Keap1-Nrf2 PPI	DAGLB inh	CAL PDZ FP-1	CAL PDZ FP-2
COc1ccc(C(=S)N2CCCC2)cc1	5.3	6.3	6.7	-2.7	3.0	-9.1	0.0	-2.7	0.2	-1.5
CCc1cccc2c(C(=O)CSc3nncn3C)c[nH]c12	2.9	7.3	-8.9	-3.1	16.9	-17.6	1.3	-1.2	-3.3	-1.2
CCn1c(SCC(=O)Nc2ccc(NC(=O)c3ccco3)c(OC)c2)nc2ccccc2c1=O	0.1	-0.9	-1.4	0.2	-3.8	-64.4	-4.3	0.1	x	-0.8
CCN1C(=O)[C@@H]2Cc3c([nH]c4ccccc34)C(c3cc(OC)c(OC)c(OC)c3)N2C1=S (some centres undefined)	14.1	-3.2	-17.8	-1.2	-7.1	x	-10.5	-7.0	-0.7	-2.0
Cc1cc(C)c2cc(C(=O)N(C)C3CCN(C)CC3)[nH]c2c1	3.0	1.7	-3.5	-1.8	0.3	2.3	-1.7	0.2	x	-0.4
CCC(C)(C)n1nnnc1CN(Cc1cccs1)Cc1cc2cc(OC)ccc2[nH]c1=O	-21.6	4.3	-18.0	-0.3	3.1	-8.3	-0.1	3.5	1.3	-2.3
CNC(=O)C(=O)NCC1OCCCN1S(=O)(=O)c1ccc(F)cc1C (centres undefined)	-2.8	-5.3	1.6	0.1	-10.4	30.8	-1.1	-1.0	-1.5	-0.7
O=C(OCc1c(-c2ccccc2)ncc2ccccc12)c1ccc(Br)cc1	-4.3	-9.3	-3.4	1.1	5.9	23.0	-1.4	1.4	-2.9	1.0
O=C(CCSc1nc(-c2ccco2)cc(C(F)(F)F)n1)N1CCCc2ccccc21	-2.5	-2.0	-12.1	-1.8	-3.3	-27.2	-1.1	-2.6	1.3	-0.4
O=C(Nc1nc(-c2ccc(F)c(F)c2)cs1)Nc1ccc(F)cc1F	-3.8	5.1	-9.9	1.1	-4.3	-41.1	-2.4	4.3	-1.3	-0.1
Cc1sc(NC(=O)c2ccccc2)c(C(=O)NC(C)C)c1C	-1.6	-20.6	4.1	0.0	1.1	-15.2	-0.8	-0.6	-3.1	-2.4
Cc1cccc(NC(=O)C(C)Sc2nnc(-c3cccnc3)o2)c1 (centres undefined)	-3.2	5.3	-3.8	1.6	0.6	7.5	-2.0	0.5	x	-1.8
COc1ccccc1C1C(C(C)=O)=C(O)C(=O)N1CCc1ccccc1 (centres undefined)	5.4	1.6	8.9	32.4	-0.6	23.7	-3.6	2.3	x	-2.2
N#C/C(=C\c1ccc(-c2ccccc2[N+](=O)[O-])o1)C(N)=O	-1.8	-2.7	2.7	35.1	-7.7	27.6	-0.5	2.0	-3.1	0.2
c1ccc(COc2ccc(Nc3ncnc4nc[nH]c34)cc2)cc1	0.1	-5.0	-4.7	1.4	-0.8	4.7	3.7	4.9	x	0.2
Cc1c(NC(=O)c2ccccc2N)cccc1C(=O)O	3.6	0.2	-3.9	1.1	-6.9	24.9	-5.9	-0.6	2.3	0.0
Nc1nc(CSC(=S)N2CCCCC2)nc(Nc2ccccc2)n1	-1.1	-6.3	-7.1	2.2	-7.3	-1.1	1.1	-1.4	-5.9	-1.5
CC1CCCCC1NC(=O)COC(=O)COc1ccc(Cl)cc1 (centres undefined)	-7.5	15.2	2.9	-0.7	2.5	19.0	-5.8	-3.0	-2.9	-1.1
COc1ccc(C(=O)CNc2ccc3ccccc3c2)cc1	x	-0.2	x	-0.5	x	9.6	1.3	x	3.1	0.4
Cc1ccn2c(=O)c(C(=O)NCCC3=CCCCC3)c(O)nc2c1	-4.2	-19.4	-2.7	0.9	6.3	20.5	-10.1	2.9	-3.5	-2.0
COc1ccc(C2/C=C\CN(C(=O)Oc3ccc(C(F)(F)F)cc3)CC(=O)N2Cc2ccc(F)cc2)cc1 (centres undefined)	-3.0	-2.8	5.4	3.8	-13.5	40.9	0.8	-3.1	-2.4	0.0
Cc1ccc(C(=O)NNC(=O)C(NC(=O)c2cccc(C)c2)C(C)C)cc1 (centres undefined)	0.1	12.2	-2.2	2.4	1.9	4.4	-0.9	1.1	-4.6	-0.2
O=C(c1c[nH]c(C(=O)N2CCN(Cc3ccccc3)CC2)c1)C1CCCCC1	4.7	3.0	2.5	0.4	-9.5	-27.1	-2.0	-0.7	0.3	-1.0
O=C(CCc1nc2ccccc2[nH]c1=O)N/N=C/c1ccccc1	-2.7	10.8	-1.8	1.4	-4.6	9.3	-1.4	1.2	-1.1	-2.2

High-throughput results: PubChem, several laboratories
